# BAZ2B inh = blocks human BAZ2B; Q9UIF8; AlphaScreen BAZ2B-H3K14Ac peptide displacement; Potency, µM (highest dose often 114 µM), inactives show top-dose activity change, negative = inhibition, most hits filed as inhibitors; 360,000 tested, 4.4% active; note: potency is the fitted concentration of half-maximal effect; % is set by controls: 0 for no effect and ±100 for the full control effect; nearly all actives have a fitted effect of over 60% in size
#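 AlphaScreen luminescence quantifies BAZ2B engagement of H3K14Ac peptide; the protein and biotinylated peptide are both at 50 nM final, buffer PBS pH 7.4 with 0.01% Tween-20, all steps at room temperature.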
# ERG-DNA inh = inhibitors of human ERG Ets domain-DNA interaction; P11308; 370,000 tested, 0.028% active; fluorescence polarization, His-ERG Ets domain / labelled DNA; AID 624246; Potency, µM (series often up to 76.9 µM), for the others: at the top dose FP activity, negative = inhibition, hits mostly inhibitors; active = well fitted inhibition curve with a large enough effect in the polarisation, with a control signal flat; inconclusive = small, poorly fitted or top-dose-only effect, or effect the other way, or a change in a side signal; inactive = no such curve, though single readings can be large or run the other way; the % refers to the polarisation;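 note: polarization taken with two DNA probes labelled with fluorescein and Texas red; potency is the fitted concentration of half-maximal effect; % of control where 0% means no effect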
#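 His-tagged ERG Ets domain (1 uM in the protein solution; 300mM KCl, 50mM Tris-HCl, 1mM EDTA, 1mM DTT, pH 7.5) received compound, then a probe mix of 5 nM fluorescein-DNA and 100nM Texas-615-DNA. Fluorescence polarization was read for both dyes.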
# G9a inh = G9a (human) methyltransferase inhibition | AID 504332 | Q96KQ7 | 350,000 tested, 8.8% active | Potency, µM (titrated, usually from 102 µM), inactives show at the highest dose activity, negative = inhibition, most hits filed as inhibitors | G9a H3K9 monomethylation, AlphaScreen, 2 h; note: potency is the fitted concentration of half-maximal effect; % is set by controls: 0 for no effect and ±100 for the full control effect; nearly all actives have a fitted effect of over 75% in size
# Target sequence (Q96KQ7 913-1193 limits assumed): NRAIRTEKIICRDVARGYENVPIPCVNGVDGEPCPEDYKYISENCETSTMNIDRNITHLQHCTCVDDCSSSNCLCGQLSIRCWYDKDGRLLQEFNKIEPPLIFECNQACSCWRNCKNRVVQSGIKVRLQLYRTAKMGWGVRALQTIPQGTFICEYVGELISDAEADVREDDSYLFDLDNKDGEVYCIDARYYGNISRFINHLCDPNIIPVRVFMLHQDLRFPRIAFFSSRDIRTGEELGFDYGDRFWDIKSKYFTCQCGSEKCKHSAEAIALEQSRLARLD
#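 Compounds were preincubated with 20 nM G9a for 15 min, after which biotinylated H3K9 peptide (500 nM) and SAM (20 uM) started a 2 h room-temperature reaction. Monomethylated product was quantified by antibody-based AlphaScreen chemiluminescence.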
# Pin1 inhibitor = human Pin1 inhibition; Q13526; Pin1 FP peptide displacement, HiFluor488, 10 min; Potency, µM (titrated, usually from 115 µM), without a hit: top-dose activity, negative = inhibition, hits mostly inhibitors; 390,000 tested, 0.009% active; AID 504891; active = well fitted inhibition curve with a large enough effect in the polarisation, with a control signal flat, not every such curve was filed as active; inconclusive = small, poorly fitted or top-dose-only effect, or effect the other way, or a change in a side signal; inactive = no such curve, though single readings can be large or run the other way; the % refers to the polarisation; note: potency is the fitted concentration of half-maximal effect; % is set by controls: 0 for no effect and ±100 for the full control effect
# HP1b chromo inh = inhibitors of HP1-beta chromodomain binding to methylated histone tails. AID 540317. P83916. Potency, µM (top dose mostly 114 µM), inactives show at the top dose activity change, negative = inhibition, most hits filed as inhibitors. AlphaScreen HP1-beta / biotin-H3K9me3 peptide binding. 390,000 tested, 0.56% active; note: potency is the fitted concentration of half-maximal effect; nearly all actives have a fitted effect of over 70% in size; inactives centre near 23
# Target sequence (P83916 whole entry, looked up): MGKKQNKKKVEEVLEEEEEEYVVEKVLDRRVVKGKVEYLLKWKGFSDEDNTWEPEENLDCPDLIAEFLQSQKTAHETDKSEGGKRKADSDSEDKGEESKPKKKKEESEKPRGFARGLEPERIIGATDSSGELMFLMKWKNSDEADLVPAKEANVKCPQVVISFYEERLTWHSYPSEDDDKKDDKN
#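 Compound inhibition of the preformed complex between 50 nM HP1-beta and 50 nM biotinylated H3K9me3 peptide was read by AlphaScreen. Buffer was PBS pH 7.4 with 0.01% Tween-20. Incubations ran 30 min at room temperature, with 10 ug/mL donor/acceptor beads.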
# PGK inhibitor = blocks T. brucei phosphoglycerate kinase; Potency, µM (series often up to 57.5 µM), for the others: at the top dose activity change, negative = inhibition, most hits filed as inhibitors; AID 602233; 380,000 tested, 0.043% active; PGK/GAPDH coupled, Kinase-Glo luminescence, 60 min; note: potency is the fitted concentration of half-maximal effect; % is set by controls: 0 for no effect and ±100 for the full control effect; nearly all actives have a fitted effect of over 60% in size
#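 Recombinant glycosomal PGK reaction used 1,3-bisphosphoglycerate generated in-well by GAPDH (100nM final) in 100mM TEA pH 7.6, 5mM MgCl2, 0.01% Tween-20. After 60 minutes at room temperature, ATP was read by Kinase-Glo Plus luminescence end-point.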
# JMJD2A Tudor = inhibitors of human JMJD2A Tudor domain; O75164; AlphaScreen JMJD2A-Tudor / H3K4me3 peptide binding; Potency, µM (series often up to 114 µM), without a hit: at the highest dose activity change, negative = inhibition, usual class: inhibitors; 390,000 tested, 4.4% active; note: potency is the fitted concentration of half-maximal effect; % is set by controls: 0 for no effect and ±100 for the full control effect; nearly all actives have a fitted effect of over 50% in size
# GLS inh = glutaminase GLS (human) inhibition | GLS enzymatic activity, qHTS titration | AID 624170 | 410,000 tested, 0.21% active | Potency, µM (doses to about 45.5 µM), for the others: at the top dose activity change, negative = inhibition, hits mostly inhibitors; note: potency is the fitted concentration of half-maximal effect; % is set by controls: 0 for no effect and ±100 for the full control effect
#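 Enzyme dispensed in phosphate buffer (45 mM, pH 8.2, 0.02% Tween-20), compounds pinned in, then 1 mM L-glutamine solution and the glutamate oxidase–HRP–Amplex Red mix added; fluorescence read immediately and again after 30 min at room temperature.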
# PI4K2A block = blocks human PI4K2A kinase activity; activity change, negative = inhibition, % at 76.9 µM; 420,000 tested, 0.13% active; AID 1346378; Q9BTU6; purified PI4K2A, ADP-Glo luminescence, 1 h; stronger effect = lower value; in the data active = activity change below about -50%; inconclusive = mostly about -30% to -49%;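 note: -100% = wells without enzyme as full effect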
# Target sequence (Q9BTU6 whole entry, looked up): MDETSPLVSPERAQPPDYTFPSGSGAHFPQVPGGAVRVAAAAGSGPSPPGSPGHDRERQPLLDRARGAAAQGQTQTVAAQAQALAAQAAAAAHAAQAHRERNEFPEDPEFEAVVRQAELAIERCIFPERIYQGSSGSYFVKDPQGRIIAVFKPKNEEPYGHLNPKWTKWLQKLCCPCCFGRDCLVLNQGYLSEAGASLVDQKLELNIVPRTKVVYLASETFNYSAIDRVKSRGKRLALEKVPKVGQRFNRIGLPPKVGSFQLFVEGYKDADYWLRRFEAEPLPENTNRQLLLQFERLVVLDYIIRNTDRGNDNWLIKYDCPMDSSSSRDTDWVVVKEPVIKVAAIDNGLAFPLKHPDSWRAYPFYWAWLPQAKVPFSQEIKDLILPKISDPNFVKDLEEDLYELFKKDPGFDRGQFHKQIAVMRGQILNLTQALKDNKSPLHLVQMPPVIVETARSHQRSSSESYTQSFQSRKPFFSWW
#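 PI4K2A activity was measured by ADP-Glo luminescence: enzyme (4 ug/mL stock) and phosphatidylinositol (1.2 mM stock) in Tris pH 7.5/MgCl2/EGTA/Triton X-100 buffer were reacted with ATP (300 microM stock) for one hour at ambient temperature.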
# Active calls of the source: *; i = inactive; ? = inconclusive; . = no result given; & = joins results of further samples; [ ] = another dose, or the depositor's remark. Unless noted, calls come from the whole dose curve; as a rule, active = well fitted curve in the direction sought with a large enough effect; inconclusive = small, poorly fitted or top-dose-only effect, or another doubt; inactive = no such curve, though single readings can be large; an effect the other way counts as inactive or inconclusive.
Structure	BAZ2B inh	ERG-DNA inh	G9a inh	Pin1 inhibitor	HP1b chromo inh	PGK inhibitor	JMJD2A Tudor	GLS inh	PI4K2A block
Cc1ccc(N2CC(C(=O)Nc3ccccc3C(=O)NC3CCCCC3)CC2=O)cc1C (stereo unspecified)	.	10%	.	-12%	-11%	-1%	20µM*	-4%	-7
O=C(CCS(=O)(=O)c1ccc(F)cc1)Nc1nc(-c2ccccn2)cs1	?	12%	?	-3%	23%	-2%	5%	0%	-6
Cc1ccccc1NC(=O)Cn1c(=O)n(CC2CCC(C(=O)NCCc3ccccc3)CC2)c(=O)c2ccccc21 (stereo unspecified)	-2%	-2%	7%[59 µM]	?	40%[activator]	-9%	0%	9%	2
CCc1ccc(NC(=O)CSc2nc3n[nH]c(C)c3c(=N)n2-c2cccc(OC)c2)cc1	-7%	3%	13%[59 µM]	21%	23%	-7%	-20%	-3%	-3
COc1ccc(Br)cc1/C=N/Nc1cccc(C(=O)O)c1	-27%	-9%	10µM*	-4%	5%	-8%	-26%	-20%	2
C=CCOc1c(CCC)cc(CCC)cc1C(N)=O	3%	-4%	1%	-1%	-2%	-6%	-2%	-12%	0
O=C(CCNS(=O)(=O)c1cccc2nonc12)NC1CCCCCC1	9%	-11%	-32%	-8%	-12%	-6%	?	0%	-2
O=C(C1CCN(c2nnc(-n3cccc3)s2)CC1)N1CCN(Cc2ccc3c(c2)OCO3)CC1	?	-7%	?	-5%	26%	-7%	-30%	15%	-1
COc1ccc(NC(=O)CCC(=O)N(Cc2ccc(OC)c(OC)c2)c2nccs2)cc1	-9%	3%	16%[59 µM]	2%	15%	-1%	-5%	8%	-5
c1ccc(-c2c[nH]c3[n+]2CCCCC3)cc1	-5%	-5%	?	-2%	0%	-9%	-28%	-1%	-2
CCSc1nnc(NC(=O)CSc2nccn2-c2cccc(C)c2)s1	?	-2%	28%[0.501 µM]	7%	4%	4%	?	2%	-2
CCCCN1CCc2nc(N3CCN(C)CC3)ncc2C1	-35%	3%	?	-2%	46%[activator]	1%	-8%	11%	-6
NNC(=O)CN(CCc1ccccc1)S(=O)(=O)c1ccc(Cl)cc1	-15%	-4%	1%	4%	45%[activator]	6%	-15%	4%	8
COc1cccc(NC(=S)NC(=O)/C=C/c2ccco2)c1	50µM*	7%	45µM*	2%	-12%	-3%	?	-2%	-10
CCn1c(-c2ccc(C(C)(C)C)cc2)n[nH]c1=S	3%	0%	0.56µM*	1%	-4%	-4%	45µM*	-15%	-3
COc1ccc(NS(=O)(=O)c2cccc(C(=O)NN=Cc3ccc(OC)c(O)c3)c2)cc1	.	5%	.	4%	7%	i	-19%	-22%	2
COC(=O)C1=C(C(=O)OC)[C@@H]2N(Cc3ccccc3)c3ccccc3[C@@]23C[C@@H](C(=O)OC)N=C3N1	-17%	-2%	29%[59 µM]	-6%	-4%	-5%	?	4%	-1
Cc1cc(C)cc(NC(=O)Cn2ncn3c(cc4ccccc43)c2=O)c1	-3%	.	5%	3%	6%	1%	1%	0%	1
CCNC(=O)Cn1cc(C#N)c2ccccc21	6%	6%	?	-1%	19%	2%	-5%	17%	-3
Cc1ccc(NC(=O)COC(=O)C2CC2C)c(S(=O)(=O)N2CCCCC2)c1 (stereo unspecified)	13%	0%	-6%	1%	30%	-10%	4%	-9%	1

# (more compounds)
Structure	BAZ2B inh	ERG-DNA inh	G9a inh	Pin1 inhibitor	HP1b chromo inh	PGK inhibitor	JMJD2A Tudor	GLS inh	PI4K2A block
COc1ccc2nc(C)cc(Nc3ccc(N4CCOCC4)cc3)c2c1	?	.	?	-4%	-14%	-7%	?	7%	1
O=C(CSc1nc2ccccc2o1)Nc1cc(C(F)(F)F)ccc1N1CCOCC1	-1%	-10%	1%[59 µM]	6%	87%[activator]	6%	2%	-4%	4
c1cncc(-c2nc(NCc3ccco3)c3ccccc3n2)c1	?	-4%	?	-6%	32%[activator]	-5%	-30%	-8%	12
CC(CCCCCCCCC(=O)O)N(CCO)C(=O)OC(C)(C)C (stereo unspecified)	9%	5%	-8%[0.501 µM]	-11%	40%[activator]	-3%	-4%	-10%	4
CCNC(=S)SCCOc1ccc(C)cc1	133%[activator]	-4%	32%[59 µM]	-1%	77%[activator]	11%	10%	5%	0
O=C(Nc1cc([N+](=O)[O-])c2[nH]c(=O)c3ccccc3c2c1)C(F)(F)F	.	12%	.	28%	12%	1%	-6%	6%	-2
COCC1CCN(C(=O)c2ccc3oc(Cc4ccc(Cl)cc4)nc3c2)C1 (stereo unspecified)	.	1%	.	-1%	3%	-9%	-11%	4%	-1
Cn1c(N)c(N2CCN(c3ccccc3)CC2)c(=O)[nH]c1=O	4%	-1%	29%	-3%	8%	-13%	-8%	3%	-5
COC(=O)[C@@H](Cc1c[nH]c2ccccc12)NC(=O)CCC(=O)c1ccc(F)cc1	-13%	-5%	31%[activator]	11%	8%	-5%	-21%	15%	-2
Cc1ccccc1CNC(=O)c1ccc(CN2CC(=O)N3CCCCC3C2=O)cc1 (stereo unspecified)	1%	-2%	-2%[59 µM]	3%	32%	-2%	-24%	13%	-1
CCOCCCn1c(=N)c(C(=O)NCc2cccnc2)cc2c(=O)n3cc(C)ccc3nc21	-2%	-2%	-2%[59 µM]	3%	29%	-6%	-5%	-12%	-4
CCOC(=O)N/N=C1\CCS(=O)(=O)c2ccc(Cl)cc21	2%	-1%	10%	-6%	19%	-2%	-11%	-1%	4
COC(=O)c1c(NC(=O)c2ccc(C)c(S(=O)(=O)Nc3ccccc3C)c2)sc2c1CCCC2	2%	-5%	-6%	4%	35%[activator]	12%	3%	0%	-1
O=C(CCNc1cc(Cl)cc(Cl)c1)c1ccco1	11%	0%	1%[2.33 µM]	0%	47%[activator]	5%	6%	13%	3
C/C(CC(C)(C)C1CCCCC1)=N\NC(N)=S	-37%	.	?	-1%	-14%	-2%	-27%	5%	1
COc1cccc(NC(=O)CN2C(=O)COc3ccc(C)cc32)c1	?	-9%	.	-1%	33%	-4%	-18%	-6%	6
O=C(NCC(O)c1ccccc1)c1ccc(Cl)c(S(=O)(=O)N2CCCCC2)c1 (stereo unspecified)	-6%	14%	8%	-5%	25%	-1%	-18%	8%	2
NC(=O)c1ccsc1NC(=O)CSc1nnc(NC2CC2)s1	.	-1%	.	-4%	-7%	-5%	-6%	19%	5
COc1ccc(N2CCN(c3nc(Nc4ccc(C)c(F)c4)nc(N4CCCC4)n3)CC2)cc1	7.9µM*	12%	7.1µM*	4%	?	-7%	?	-18%	-2
NC(N)=NC1=NC(=O)C(Cc2ccccc2)S1 (stereo unspecified)	?	6%	30%	-4%	14%	-9%	-12%	-2%	3

# Later entries
Structure	BAZ2B inh	ERG-DNA inh	G9a inh	Pin1 inhibitor	HP1b chromo inh	PGK inhibitor	JMJD2A Tudor	GLS inh	PI4K2A block
Cc1ccccc1Nc1nn2c(=O)c3ccc(C(=O)N4CCCC(C)C4)cc3nc2s1 (stereo unspecified)	-9%	1%	-4%[59 µM]	1%	23%	-4%&-3%	-20%	5%&6%	-3&-5
O=C(NCCCN1CCN(Cc2ccccc2Cl)CC1)Nc1ccccc1	2%	3%	-1%[12.7 µM]	-1%	17%	-2%	6%	4%	14
CCc1ccc(OCC(=O)Nc2cc(-c3nc4cc(C)ccc4o3)ccc2C)cc1	-16%	2%	?	4%	-1%	7%	-14%	1%	-1
Cc1nc(C(C)NC(=O)CCc2nnc(CCCc3ccccc3)o2)c(C)s1 (stereo unspecified)	-15%	-4%	21%[12.7 µM]	-19%	40%[activator]	1%	-2%	2%	4
CC(C)OC(=O)COc1ccc(-c2ccccc2)cc1	11%	-13%	184%[activator]	-5%	265%[activator]	6%	211%[activator]	6%	3
Cc1nnc(-c2cnn(C)c2N)n1CCCN(C)C	-22%	-9%	-39%	1%	45%[activator]	-9%	3%	-9%	3
Cc1ccc(C)c(S(=O)(=O)N(C)c2ccc(OC(=O)CN3C(=O)NC4(CCCC4)C3=O)cc2)c1	.	5%	.	?	27%	5%	4%	6%	0
Cc1ccc2oc(-c3ccc(NC(=O)c4ccc5c(c4)OCO5)cc3)nc2c1	2%	1%	15%[59 µM]	0%	22%	-7%	-16%	-4%	6
Cc1c(NC(=O)COC(=O)CCC(=O)c2ccc(Cl)cc2)c(=O)n(-c2ccccc2)n1C	-8%	3%	2%	-1%	-16%	-10%	-25%[11.4 µM]	-15%	-1
O=C(CCc1ccc(S(=O)(=O)N2CCOCC2)cc1)Nc1cc(Cl)ccc1N1CCOCC1	-1%	5%	7%[59 µM]	-3%	12%	-6%	-17%	-1%	-5
N#Cc1c(Nc2ccccc2)sc(C(=O)c2ccccc2)c1N	?	-7%	10µM*	15%	-25%	-2%	?	10%	-2
O=C(O)c1ccc2nc(-c3ccccc3)sc2c1	8%	-3%	11%[59 µM]	1%	16%	-12%	-26%	14%	-52*
COc1ccc(C(=O)N2CCc3cc(OC)c(OC)cc3C2COc2ccccc2OC)cc1 (stereo unspecified)	-38%	-3%	-35%[59 µM]	-4%	19%	-9%	-35%	2%	-5
CCN(CC)c1ccc(NC(=O)CSc2n[nH]c(-c3ccco3)n2)cc1	40µM*	-6%	4.5µM*	1%	-35%	-1%	?	35%[activator]	-1

# Screens as filed in PubChem BioAssay.
